AmpC inh det: Promiscuous and Specific Inhibitors of AmpC Beta-Lactamase (assay with detergent). AID 584, 2007. purified AmpC, nitrocefin hydrolysis with detergent. Potency, µM (series often up to 28.7 µM), for inactives: at the highest dose activity change, negative = inhibition. hit rate 0.09% among 71,000. P00811; active means well fitted curve in the direction sought with a large enough effect
Target sequence (P00811 whole entry, looked up): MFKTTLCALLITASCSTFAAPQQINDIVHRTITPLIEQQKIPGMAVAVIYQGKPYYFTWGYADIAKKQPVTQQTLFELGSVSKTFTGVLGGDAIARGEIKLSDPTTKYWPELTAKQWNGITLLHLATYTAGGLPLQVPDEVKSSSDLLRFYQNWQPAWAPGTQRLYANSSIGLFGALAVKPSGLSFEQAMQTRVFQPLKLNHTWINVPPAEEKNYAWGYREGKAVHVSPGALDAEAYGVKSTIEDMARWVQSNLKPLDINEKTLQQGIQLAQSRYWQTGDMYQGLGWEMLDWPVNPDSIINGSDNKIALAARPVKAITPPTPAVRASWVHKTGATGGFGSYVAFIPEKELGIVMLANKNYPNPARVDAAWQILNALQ
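E. coli AmpC (5.3 nM) in 20 mM phosphate pH 7.0 with 0.01% Triton X-100, preincubated 15 min RT with compound; nitrocefin (2 uL of 800 uM stock) hydrolysis followed by 480 nm absorbance every 20 s over 4 min.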
Numbers without * were called inactive; [ ] = another dose, or the depositor's remark. On the % scale 0 is the no-effect control and ±100 the full control effect; potency means the concentration at half of the fitted maximal effect. A portion of the library (hit frequency here may not be typical).

SMILES	AmpC inh det
CC(=O)N1CCc2cc(S(=O)(=O)NC(CC(C)C)C(=O)Nc3cc(C(=O)O)ccc3C)ccc21 (stereo unspecified)	-4%
CC(C)OC(=O)CCCN1C(=O)c2ccc(N)cc2C1=O	12%
OC(COc1ccccc1)Cn1cc(Br)cn1 (stereo unspecified)	-2%
Cc1csc(NC(=O)CN(C)S(=O)(=O)c2cccc3cccnc23)n1	11%
Cc1nn(-c2ccccc2)c2c1C1(C(=O)N(C)c3ccccc31)N(c1ccccc1)C(=O)N2 (stereo unspecified)	1%
O=C(Nc1ccccc1)N1CC2(CCN(C(=O)c3cccc(F)c3)CC2)C1	0%
NCCC[C@@H](CC(=O)N[C@@H]1CCCC[C@H]1C(=O)N[C@H](CC(=O)N[C@@H](CCC(=O)O)CC(=O)O)Cc1ccccc1)NC(=O)C[C@H](Cc1c[nH]c2ccccc12)NC(=O)[C@@H]1CNCC[C@H]1N	1%
Cc1nc(SCCCSc2n[nH]c(C)n2)n[nH]1	-5%
CCOC(=O)C1C2NC(=O)N(Cc3ccccc3)C1(C)Oc1c(OC)cccc12 (stereo unspecified)	19%
CCOc1ccc(C(=O)Nc2ccc3c(c2)OCCO3)cc1OC	-3%
CC(C)(C)OC(=O)N1CCOCCOCCN(C(=O)OC(C)(C)C)CCOCCOCC1	0%
Nc1nc(N2CCOCC2)nc2ccccc12	-5%
COc1ccc(C(=O)N2CCN=C2SCc2cccnc2)c(OC)c1	6%
CCCCn1c(NC(C)CC)nc2c1c(=O)[nH]c(=O)n2C (stereo unspecified)	-1%
CC1(C)CC(=O)C2=C(C1)N(Cc1cccnc1)C(=O)C2(NC(=O)C1CC1)C(F)(F)F (stereo unspecified)	-3%
COc1ccc(F)cc1CN1CCN(C(=O)CCC(=O)Nc2nnc(C(C)C)s2)CC1	-7%
N#Cc1ccc(Oc2cccc(C(=O)O)c2)cc1C#N	3%
Cc1ccc(N(C)C)cc1	4%
O=C(NCc1ccco1)c1ccccc1NS(=O)(=O)c1ccc2c(c1)OCCO2	-2%
NCCC[C@@H](CC(=O)N[C@@H]1CCCC[C@H]1C(=O)N[C@H](CC(=O)N[C@@H](CCC(=O)O)CC(=O)O)Cc1c[nH]c2ccccc12)NC(=O)C[C@H](CO)NC(=O)[C@@H]1CCCC[C@H]1N	22%
COc1ccc(NC(=O)CCC2CCCC2)cc1OC	-5%
COC(=O)c1ccc(NC(=O)C2C3CCC(C3)C2C(=O)O)cc1 (stereo unspecified)	2%
COc1cc(C(=O)NCCc2cn3ccc(C)cc3n2)cc(OC)c1OC	11%
O=C(c1ccccc1-c1ccccc1)N1CCN(c2ccccn2)CC1	-4%
Cn1c(=O)n(Cc2ccccc2)c(=O)c2c1nc1n2CCS1	9%
Cc1occc1C(=O)NCCCc1ccccc1	7%
CCCCn1c(=N)n(CC(O)COc2cccc(C)c2)c2ccccc21 (stereo unspecified)	0%
c1ccc(Cn2ncc3c2ncn2c(-c4ccncc4)nnc32)cc1	3%
O=C(c1cc(F)c(F)cc1Cl)N1CCCCC1	1%
Cc1csc(SCC(=O)Nc2cc(C(C)(C)C)nn2-c2ccccc2)n1	12%
CC[N+]1(C)[C@@H]2CC[C@H]1CC(OC(=O)[C@H]1CC[C@@](C(=O)OC3C[C@H]4CC[C@@H](C3)[N+]4(C)CC)(c3ccccc3)c3ccccc31)C2 (stereo partly specified)	1%[12.8 µM]
Cc1ccc(S(=O)(=O)N(C)CC(=O)NC2CC(C)(C)NC(C)(C)C2)cc1	-1%
COc1ccc2c(c1O)-c1cccc3c1[C@H](C2)N(C)CC3	0%
CCCC(C)C(=O)Nc1ccc2c(c1)OCCO2 (stereo unspecified)	6%
O=C(c1ccccc1NS(=O)(=O)c1cccs1)N1CCOCC1	-3%
Cc1c(OCc2ccc(C(=O)O)o2)ccc2c3c(c(=O)oc12)CCC3	-1%
CC(=O)c1cccc(-n2nnnc2SCC(=O)N2CCCC2)c1	11%
Cn1c(NCCCN2CCOCC2)nc2c1c(=O)n(Cc1ccc(Cl)cc1)c(=O)n2C	-1%
COc1ccc(C(=O)N2CCN(S(=O)(=O)c3ccc(C)cc3C)CC2)cc1OC	7%
CS(=O)(=O)c1ccc2nc(NC3(C(F)(F)F)N=C4SCCN4C3=O)sc2c1 (stereo unspecified)	-4%
COc1ccc(NC(=O)N2CC3(CCN(S(=O)(=O)c4ccccc4)CC3)C2)cc1	0%
N#CC(C(=O)OC1CCCCC1)c1nc2ccccc2nc1N1CCCCC1 (stereo unspecified)	-3%
O=C(CSc1ncnc2c1oc1ccccc12)Nc1cccc(F)c1	-3%
CCSc1nnc(CNc2ccc(F)cc2)n1CC1CCCO1 (stereo unspecified)	0%
CCCOC(=O)CN1C(=O)c2ccccc2C1=O	0%
COc1ccc2c(c1)C(C)CC(C)(C)N2C(=O)CSc1ncn[nH]1 (stereo unspecified)	-1%
CCC(C)NC(=O)C1CCN(S(=O)(=O)CC)CC1 (stereo unspecified)	-4%
CCC(=O)N1CCc2cc(Br)cc(S(=O)(=O)N3CCCCCC3)c21	-2%
FC(F)(F)c1cccc(-c2ccc(-c3csnn3)o2)c1	-5%
C[C@]12CC[C@H]3c4ccc(O)cc4CC[C@@H]3[C@H]1C/C(=N/O)[C@H]2O	-4%[5.75 µM]
Other compounds follow:
SMILES	AmpC inh det
c1coc(C2Nc3cccc4cccc(c34)N2)c1	-2%
Oc1ccccc1-c1cc(-c2ccccc2Cl)[nH]n1	-7%
CCCc1cc2c(n1Cc1cc(F)cc(F)c1)C(C)C1CN(C(=O)c3ccccc3)C(C)(C(=O)OC)C21 (stereo unspecified)	-1%
CC(=O)Nc1ccccc1N(C)S(=O)(=O)c1ccc(C)cc1	-1%
CCOC(=O)Nc1ccc2c(c1)nc(CN1CCN(C(C)=O)CC1)n2C	-4%
CCN(CC)c1nc(-c2nn[nH]n2)nc(N(CC)CC)n1	-1%
CCCOc1ccc(C(=O)N2CCCc3ccccc32)cc1	-5%
Nc1nc2c(C(=O)NCc3cccs3)nnn2c2cccc(Cl)c12	-1%[5.75 µM]
c1ccc2[nH]c(CCNC3CCCCC3)nc2c1	1%
CCCn1c2c(c(O)c(C(=O)Nc3ccccc3)c1=O)CCCC2	0%
O=S(=O)(c1ccccc1S(=O)(=O)N1CCCCC1)N1CCCCC1	-2%
O=C(O)c1cc(-c2ccccc2)c(N2CCOCC2)s1	2%
O=c1cnc2cnc(Oc3ccccc3)nc2n1C[C@H]1CCCO1	2%
COCCNS(=O)(=O)c1ccc2c(c1)oc(=O)c1cc(S(=O)(=O)NCCOC)ccc12	15%
CC(=O)c1ccc(Oc2ncnc3sccc23)c(CN2CCOCC2)c1	-3%
Fc1ccc(F)c(CN2CCN(c3ncccn3)CC2)c1	-4%
CCC1CCCCN1C(=O)CSc1nnc(-c2ccc(OC)cc2)o1 (stereo unspecified)	5%
CCc1cc2c(s1)NC(=O)CN=C2c1cccs1	-1%
FC(F)(F)C12CC(c3ccccc3)=NCCN1CCN2 (stereo unspecified)	0%
COCCNC(=O)CSCc1c(F)cccc1Cl	-3%

Not a retest: entries from further up.
SMILES	AmpC inh det
CC(=O)c1ccc(Oc2ncnc3sccc23)c(CN2CCOCC2)c1	-3%
Fc1ccc(F)c(CN2CCN(c3ncccn3)CC2)c1	-4%
CCC1CCCCN1C(=O)CSc1nnc(-c2ccc(OC)cc2)o1 (stereo unspecified)	5%
CCc1cc2c(s1)NC(=O)CN=C2c1cccs1	-1%
FC(F)(F)C12CC(c3ccccc3)=NCCN1CCN2 (stereo unspecified)	0%
COCCNC(=O)CSCc1c(F)cccc1Cl	-3%

(continued)
SMILES	AmpC inh det
Cc1cnc(C)c(N2CCC(C(=O)NC(C)c3cccs3)CC2)n1 (stereo unspecified)	2%
Cc1nn(-c2ccccc2)c(=S)n1-c1ccccc1	2%
Nc1nc(N)c(-c2cccc(C(F)(F)F)c2)c(Cc2cccc(C(F)(F)F)c2)n1	-3%[5.75 µM]
COc1ccc2oc(=O)cc(C)c2c1	0%
O=C(O)C1C2C=CC3(CN(c4cccc(C(F)(F)F)c4)C(=O)C13)O2 (stereo unspecified)	-2%
Cc1ccc(S(=O)(=O)N(C)CC(=O)N2CCN(c3ccccn3)CC2)cc1	0%
CCOC(=O)c1c(C)c(C(=O)N2CCCCCC2)c(C)n1C	-3%
O=C(CSc1ccc2nnc(-c3cccnc3)n2n1)N1CCc2ccccc21	10%
Cc1cc(C)c2c(=O)[nH]n(C3CCOC(C)(C)C3)c2n1 (stereo unspecified)	10%
Cc1nn(-c2ccccc2)c(C)c1C(=O)OCC(=O)NCc1ccco1	-1%
CCc1nnc(NC(=O)c2cccc(S(=O)(=O)N3CCc4ccccc43)c2)s1	1%
Cc1noc(C)c1-c1nccc(NCc2ccccc2)n1	3%
Cc1cc(N2CCCCC2)n2ncc(-c3ccc(Cl)cc3)c2n1	-4%
CC(C)C(NC(=O)OC(C)(C)C)C(=O)N1CCCC1C(=O)NC(Cc1ccccc1)C(N)=O (stereo unspecified)	-2%
CN(CCCNC(=O)C1CCC(=O)N1Cc1ccc(F)cc1)c1ccccc1 (stereo unspecified)	9%
COc1cc2c(cc1OC)CN(Cc1cc(=O)n3cc(C)ccc3n1)CC2	-3%
O=C(Nc1cc(C(=O)N2CCOCC2)ccc1N1CCCC1)c1cccs1	-3%
CCc1c(C)sc(NC(=O)c2cc(C3CC3)on2)c1C#N	3%
COC(=O)c1cc(OC)c(OC)cc1NC(=O)c1cccnc1	-1%
Cn1cccc1C(=O)N1CCC[C@@]2(CCN(C(=O)Nc3cccc(F)c3)C2)C1	0%
CC1CCc2ccccc2N1C(=O)c1cccs1 (stereo unspecified)	-4%
CCC(Sc1nc2cc3c(cc2c(=O)n1Cc1ccco1)OCO3)C(=O)Nc1cccc(OC)c1 (stereo unspecified)	-3%
COc1cccc(Nc2c(F)c(F)c(F)c(F)c2C(=O)O)c1	-5%
O=C(Nc1ccn(Cc2ccc(F)cc2)n1)c1ccncc1	10%
CC(C)C12CN3CCN(CC(C3)C1O)C2 (stereo unspecified)	-6%
CCOC(=O)N1CCC(NC(=O)Cn2nc(Cc3ccncc3)c3ccccc3c2=O)CC1	14%
O=c1sc(N2CCN(c3ccccc3F)CC2)nc2ccsc12	12%
Cn1c(SCc2ccccc2)nnc1C1CCCNC1 (stereo unspecified)	-2%
CC(C)(C)NC[C@H](O)COc1cccc2c1CCC(=O)N2	-7%[12.8 µM]
CSc1oc(-c2ccccc2)nc1S(=O)(=O)c1ccc(C)cc1	13%

Part of the list above in a different format:
| Structure | AmpC inh det |
| --- | --- |
| COc1ccc(NC(=O)N2CC3(CCN(S(=O)(=O)c4ccccc4)CC3)C2)cc1 | 0% |
| Cc1cc(C)c2c(=O)[nH]n(C3CCOC(C)(C)C3)c2n1 (stereo unspecified) | 10% |
| c1ccc2[nH]c(CCNC3CCCCC3)nc2c1 | 1% |
| Cc1nc(SCCCSc2n[nH]c(C)n2)n[nH]1 | -5% |

2 compounds picked at random from those above, as already listed:
SMILES	AmpC inh det
Cn1c(SCc2ccccc2)nnc1C1CCCNC1 (stereo unspecified)	-2%
CSc1oc(-c2ccccc2)nc1S(=O)(=O)c1ccc(C)cc1	13%

More compounds:
SMILES	AmpC inh det
CCOC(=O)C1CCN(C(=O)CN(Cc2ccc(Cl)cc2)S(C)(=O)=O)CC1	3%
COc1ccccc1OCC(=O)Nc1ccc(S(=O)(=O)NC(C)=O)cc1	6%
CCOC(=O)C1CCCN(C(=O)c2ccc(CS(=O)(=O)Cc3ccccc3C)o2)C1 (stereo unspecified)	-2%
CCOC(=O)NC1(C(F)(F)F)C(=O)NC(C)=C1C(=O)OC (stereo unspecified)	-3%
CCCCn1nnc(NC(=O)COc2cc(C)ccc2C(C)C)n1	-3%
CC(C)COC(=O)Nc1ccccc1C(=O)N1CCOCC1	-4%
Cc1ccc(C)c(OCC(=O)Nc2cc(C)on2)c1	10%
CCOC(=O)N1CCC(NC(=O)Cc2cn(C)c3ccccc23)CC1	-1%
COc1cc(S(=O)(=O)N2CCCCC2)ccc1NC(=O)c1ccc(F)cc1	1%
CC(C)NCC(O)COc1cccc2ccccc12 (stereo unspecified)	11%
CC(C)COC(=O)c1ccccc1C(=O)OCC(C)C	1%
Cc1ccc(C(=O)NC2CCN(C(=O)N3CCOCC3)CC2)cc1	-6%
COCCCNC(=O)CN1C(=O)CSc2ncccc21	5%
O=c1nc(NC2CCCC2)ccn1Cc1cccc(Br)c1	-3%
CCOc1cc(S(=O)(=O)Nc2ccccn2)ccc1F	-5%
C=CCc1ccccc1OC[C@H](O)CNC(C)C	-2%[12.8 µM]
CN1C2CCC1CC(OC(=O)c1c[nH]c3ccccc13)C2 (stereo unspecified)	-2%
NS(=O)(=O)c1cc2c(cc1Cl)NCNS2(=O)=O	9%
Cc1ccc2nc(NC3=NCN(Cc4cccnc4)CN3)nc(C)c2c1	-1%
CN1C[C@@H](CS(=O)(=O)N(C)C)C[C@H]2c3cccc4c3c(cn4C)C[C@@H]21	-1%
